S100A4 inh HTS = inhibitors of S100A4-myosin IIA peptide binding, primary screen, biochemical, fluorescence polarization, TAMRA-MyoIIA peptide. Protein S100-A4 (Homo sapiens), P26447. inhibition, % at 10.7 µM. hit rate 0.14% among 360,000;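 active = mean inhibition of at least 70% across replicates, with every replicate also reaching that level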
Target sequence (P26447 whole entry, looked up): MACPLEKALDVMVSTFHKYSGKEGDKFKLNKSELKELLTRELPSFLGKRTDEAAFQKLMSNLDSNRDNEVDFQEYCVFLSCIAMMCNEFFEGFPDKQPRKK
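Material: S100A4 monomer protein / Buffer or medium: 50 mM HEPES pH 7.2, 10 mM CaCl2, 100 mM KCl / Times: 5 min incubation before reading / Benchmarks: neutral control DMSO, positive control TFP / Reagent: labelled myosin peptide probe, 5 nM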
ERAP1 HTS inh = human ERAP1 aminopeptidase inhibitors, primary screen, biochemical, single point, plate reader. Endoplasmic reticulum aminopeptidase 1 (Homo sapiens), Q9NZ08. recombinant ERAP1, Leu-AMC fluorescence, 60 min. inhibition, % at 10.7 µM. hit rate 0.15% among 340,000;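 active = mean replicate inhibition of at least 30%, or all replicates individually reaching that 30% level; inactive = mean below 30% and not every replicate reaching it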;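 note: 0% = neutral control wells and 100% = L-leucinethiol positive control wells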
Cneo AK release = Cryptococcus neoformans cell lysis inducers, primary screen, AK release luminescence, single concentration; C. neoformans lysis, adenylate kinase release luminescence, 4 h; normalised: neutral wells 0, clomiphene wells 100; lysis activity, % at 15 µM; hit rate 0.2% among 360,000; AID 651654, 2012;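 active = mean lysis activity across replicates of at least 80%, whatever share of replicates individually reach that level; inactive = mean lysis activity below 80%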
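Signal: Adenylate kinase release luminescence | Assay system: Log-phase Cryptococcus neoformans yeast cells | Input: Cells at 5 × 10^6 per mL | Buffer or medium: Fresh YPD growth medium | Compound: Single dose | Schedule: Static 4 h at 37 °C with compound, 1 h detection | Controls: Clomiphene | Read-out: Luminescence rise reflecting yeast cell lysis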
LGR2 antag = inhibitors of bursicon-induced LGR2 CRE-luciferase signal, primary screen, cell-based, HEK293, CRE-luciferase reporter, bursicon stimulation; Drosophila bursicon receptor LGR2 (rickets); bursicon-stimulated, 4 h; inhibition, % at 9.99 µM; hit rate 0.35% among 380,000; AID 720647, 2013;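 active = drop in luminescence signal, shown as inhibition above about 50% in the replicate tests, limit read from the data, passing the limit was not always enough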;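 note: agonist challenge used bursicon conditioned medium at about half maximal strength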
PGC1a acetyl inh = inhibitors of PGC1a acetylation signal, primary screen, cell-based, U2OS, AlphaScreen, inhibitor mode; AlphaScreen anti-acetyl-lysine; with virally co-expressed GCN5 acetyltransferase; inhibition, % at 15.6 µM; hit rate 0.17% among 350,000;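 active = every replicate shows inhibition of at least 40%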;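 note: 0% = neutral control wells and 100% = positive control wells; some results beyond the cut were filed as inactive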
XiGFP reactiv = activators of inactive X chromosome reactivation, primary screen, imaging, XiGFP fibroblasts, GFP high-content imaging, set 2 | XiGFP mouse fibroblasts, % GFP-positive cells imaging, 3 d; cells co-treated with 5-aza-dC sensitizer; scaled so ellipticine positive control = 100% | activation, % at 7.58 µM | hit rate 0.055% among 360,000 | AID 743238, 2013;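 active = mean normalized replicate activation at least 10% and every replicate at or above 10%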;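 note: 0% = median of on-plate neutral control wells and 100% = ellipticine 6 µM median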
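System: SV40-immortalized XiGFP fibroblast cells, line 68-5-11 / Incubation: 3-day compound exposure, then 15 min fixation at room temperature / Compound: single concentration per compound, delivered by pin transfer / Buffer or medium: DMEM plus 5-aza-dC sensitizer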
SIRT5 inh = SIRT5 desuccinylase inhibitors, primary screen, biochemical, fluorescence imaging, single point, set 5 | NAD-dependent protein deacylase sirtuin-5, mitochondrial (Homo sapiens), Q9NXA8 | Purified SirT5, succinyl-peptide AMC, trypsin-coupled fluorescence | inhibition, % at 15 µM | hit rate 1.1% among 330,000; in the data active = inhibition above about 15%
Target sequence (Q9NXA8 whole entry, looked up): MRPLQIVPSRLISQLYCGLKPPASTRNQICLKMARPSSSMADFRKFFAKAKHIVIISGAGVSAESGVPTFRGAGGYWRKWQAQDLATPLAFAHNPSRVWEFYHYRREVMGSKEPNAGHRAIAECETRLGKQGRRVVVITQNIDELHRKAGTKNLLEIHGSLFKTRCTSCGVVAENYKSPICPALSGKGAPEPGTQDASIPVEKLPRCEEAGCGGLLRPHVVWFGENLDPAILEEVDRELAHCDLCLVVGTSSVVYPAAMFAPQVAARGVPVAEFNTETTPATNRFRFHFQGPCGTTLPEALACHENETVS
C2C12 statin = suppressors of statin myotoxicity in C2C12 myotubes, primary screen, cell-based, single point, plate reader. hit rate 0.78% among 330,000. rescue of ATP level, % at 7.49 µM. AID 602340, 2012. C2C12 myotubes + simvastatin, ATP luminescence, 48 h; scaled: DMSO 0, geranylgeraniol control 100;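 active = mean ATP rescue above about 67%, or every replicate alone reaching that limit, limit read from the data, passing the limit was not always enough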;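 note: myotubes were challenged with 10 µM simvastatin during compound exposure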
Active calls of the source: *; nt = not tested or not shown.

SMILES	S100A4 inh HTS	ERAP1 HTS inh	Cneo AK release	LGR2 antag	PGC1a acetyl inh	XiGFP reactiv	SIRT5 inh	C2C12 statin
Cc1nc2ccccc2c(=O)n1-c1ccccc1[N+](=O)[O-]	51	4	nt	11	nt	0.1	-7	nt
Cc1ccc(-c2nn(CCC#N)cc2C(=O)O)cc1C	-6	15	nt	12	-8	0.1	-4	nt
COc1ccc(-n2nnnc2C(c2cccc3ccccc23)N2CCC3(CC2)C(=O)NCN3c2ccccc2)cc1 (stereo unspecified)	20	nt	-13	2	-2	0.0	-3	12
CC[C@H]1C=C(C(=O)N[C@@]2(C(=O)O)C[C@H]2CC)[C@H]2CCC(=O)[C@H]2C1	-23	0	9	nt	-8	nt	-8	nt
CCC1(CC)C(=O)NC(=O)N(CCc2ccccn2)C1=O	-3	-1	nt	8	6	0.3	nt	-7
C[C@]12CC[C@@H](O)CC1=CCC1C2CC[C@@]2(C)C1C[C@@H](F)[C@H]2O (stereo partly specified)	5	0	1	4	0	0.0	nt	2
c1ccc(-c2ccc(CN3Cc4ccccc4-n4nncc4C3)cc2)cc1	-1	nt	-4	22	-5	0.0	-1	3
O=C1NC(=O)C(C2CCOC2=O)N1 (stereo unspecified)	2	-4	-1	nt	1	0.1	-1	4
CC(C)(C)C1(CCO)C(=O)NC(=S)NC1=O	-1	-7	-1	-28	1	0.1	-3	-7
Cn1c(O)c(C(=N)COc2ccccc2)c(=O)n(C)c1=O	nt	nt	-1	0	8	nt	nt	-20
O=c1[nH]c(=O)n(C2CCCCC2)c(O)c1/C=C/C=Nc1ccccc1	5	-1	nt	-4	-3	0.3	3	6
c1cc(CCN2CCCC2)ccn1	-3	2	-1	-3	7	-0.1	-13	8
O=C(COc1ccccc1F)N1CCN(CCN2C(=O)c3cccc4cccc(c34)C2=O)CC1	2	-4	nt	11	-4	0.1	-4	nt
COC(=O)[C@H]1[C@H](CO)[C@H]2Cn3c(ccc(C4=CCCC4)c3=O)[C@@H]1N2C(=O)CC1CC1	3	2	-5	-11	nt	0.0	-4	6
C=Cn1ccnc1P(=S)(c1ccn(C)c1)c1nccn1C=C	-5	4	0	-10	3	nt	0	0

Overlap with the part before: three entries, then new ones.
SMILES	S100A4 inh HTS	ERAP1 HTS inh	Cneo AK release	LGR2 antag	PGC1a acetyl inh	XiGFP reactiv	SIRT5 inh	C2C12 statin
O=C(COc1ccccc1F)N1CCN(CCN2C(=O)c3cccc4cccc(c34)C2=O)CC1	2	-4	nt	11	-4	0.1	-4	nt
COC(=O)[C@H]1[C@H](CO)[C@H]2Cn3c(ccc(C4=CCCC4)c3=O)[C@@H]1N2C(=O)CC1CC1	3	2	-5	-11	nt	0.0	-4	6
C=Cn1ccnc1P(=S)(c1ccn(C)c1)c1nccn1C=C	-5	4	0	-10	3	nt	0	0
CCOC(=O)N(c1ccccc1)P1(=S)OCC(C)O1 (stereo unspecified)	-13	-7	0	4	3	nt	-1	8
COC(=O)c1ccccc1-n1c(C)nc2ccccc2c1=O	nt	nt	-1	14	-4	nt	nt	3
CC(C)N1CC=C(c2c[nH]c3ccccc23)CC1	nt	nt	0	1	2	nt	nt	-101
CN1CC(C(=O)c2ccc(Cl)cc2)C(c2ccc(Cl)cc2Cl)C1 (stereo unspecified)	-3	16	-1	-1	nt	0.1	6	-10
O=c1[nH]c(=S)n(C2CCCCC2)c(O)c1/C=N/N1CCOCC1	-15	nt	nt	9	nt	0.0	5	-1
COc1ccc(OC)c(NC(=O)N2C[C@H]3C[C@@H](C2)c2cccc(=O)n2C3)c1	-1	-3	1	nt	-3	nt	2	-8
COc1ccc(-c2nn(CCC#N)cc2C(=O)Nc2ccc(C(C)=O)cc2)cc1	-5	2	-5	-7	0	0.0	-6	-7
Cc1cccc(CN2CCN(C(=O)Cc3ccccc3)CC2)c1	0	-1	-1	-1	nt	0.3	0	14
CN1C[C@H]2CON(C)[C@H]2C[C@H]1c1cccc(Br)c1	-1	-3	-1	-7	12	nt	2	1
C/C(=N\Nc1ccccc1)c1c(O)n(C)c(=O)n(C)c1=O	-3	2	9	8	nt	-0.1	-9	nt
Cc1ccsc1C(=O)C1CCCN(Cc2cn(C)nc2C)C1 (stereo unspecified)	-30	2	nt	10	nt	0.0	-3	nt
O=C(COc1ccccc1)NCCc1cnc[nH]1	1	0	0	-22	0	0.0	-5	-4
CC(C)(C)n1nnnc1C(c1ccccc1)N1CCC2(CC1)C(=O)NCN2c1ccccc1 (stereo unspecified)	1	nt	-17	19	0	0.0	0	-7
CCN(CC)C(=O)c1ccc(NC(=O)c2ccc3c(c2)NC(=O)CS3)cc1	-3	0	nt	-5	nt	0.0	nt	nt
Cc1cc(OCCCC(=O)NCc2cccs2)ccc1Cl	-2	-1	1	7	nt	0.0	0	0
O=C(NCC1=C(c2cccc3ccccc23)C[C@@H]2CC[C@H]1N2Cc1ccco1)c1cccs1	-1	-1	-1	-2	-6	0.2	2	-19
Cc1ccccc1NC1(C#N)CCCCC1	-4	0	nt	2	nt	0.0	-3	nt
COc1ccc(-c2ccc3n(c2=O)C[C@H]2[C@H](CO)[C@@H](C(=O)O)[C@@H]3N2C(=O)c2ccccc2F)cc1	-23	-1	0	-6	nt	0.2	-61	2
Cc1ccc(N2C(=O)NC(=O)/C(=C/c3cnc(-c4ccccc4)nc3)C2=O)cc1C	-13	4	nt	5	nt	0.0	2	nt
CC1(C)CN=C(Nc2ccc(F)c(F)c2)S1	-1	2	-3	nt	-8	-0.2	-5	-7
CC(C#N)CCC#N (stereo unspecified)	17	-9	-1	-9	-1	nt	nt	14
Cc1cc(=O)oc2c(C)c(OCC(=O)N3CCC(C(=O)O)(c4ccccc4)CC3)ccc12	-7	nt	-1	16	-2	nt	nt	4
CN1C(=O)C(=Cc2ccc(OCCN(C)c3ccccn3)cc2)C(=O)N(C)C1=O	8	6	nt	-21	-9	0.0	2	nt
CCOC(=O)CC(SP1(=S)OCC2(CCCCC2)CO1)C(=O)OCC (stereo unspecified)	-3	1	-1	25	7	0.0	-4	3
O=C(CNC(=O)OCc1ccccc1)Nc1ccc(Br)cc1C(=O)c1ccccc1Cl	8	-2	nt	10	nt	-0.1	-4	nt
O=c1c(C=Nc2cccnc2Cl)c(O)n(CCCCl)c(=O)n1C1CCCCC1	-20	-1	nt	-10	nt	0.0	-1	nt
CC(C)Cc1[nH]c(=O)c(C#N)c2c1CCC2	-2	0	1	3	0	nt	2	nt
N#CCCn1cc(C(=O)Nc2ccccc2Cl)c(-c2ccc(F)cc2)n1	-7	0	4	13	-11	0.2	-2	46
Cc1cc(=O)oc2c(C)c(OCC(=O)N3CCN(Cc4ccccc4)CC3)ccc12	-2	1	-1	13	-4	0.0	-5	-23
COc1ccc2c(C)c(CC(=O)N3C[C@H]4C[C@@H](C3)c3cccc(=O)n3C4)c(=O)oc2c1C	0	0	0	-19	19	nt	-12	13
O=C1NC(=S)NC(=O)C12C(c1ccccc1)NC(=S)NC2c1ccccc1 (stereo unspecified)	-5	3	0	-8	-11	0.0	-3	nt
COC(=O)C1=C(c2ccc(OCc3ccccc3)cc2)C[C@@H]2CC[C@H]1N2C(=O)NCc1ccccc1	-5	-2	2	10	2	0.1	-4	-24
Fc1cccc(CN2CCN(c3ccc(Cl)cc3)CC2)c1	-18	-1	-3	0	3	-0.1	-1	-7
C[C@H]1CNCCN1c1ccc(N2CC[C@H](O)C2)c(C#N)c1	2	6	nt	-9	nt	0.3	-2	nt
O=C(CCc1nnc2ccc(NCc3ccc(F)cc3)nn12)N1CCC2(CC1)OCCO2	0	2	-1	-1	6	0.0	3	17
O=C(NC1CCCCC1)N1Cc2cc(-c3ccccc3)ccc2-n2nncc2C1	-2	-2	-1	-3	-17	nt	-3	4
Cc1ccc(C)c(OCc2cc(C(=O)N3C[C@H]4C[C@@H](C3)c3cccc(=O)n3C4)no2)c1	4	2	0	3	-3	0.1	0	0
CC1=Nc2ccccc2/C1=C/c1c(O)[nH]c(=O)[nH]c1=O	13	4	1	5	-2	0.0	6	2
CC12CC(O)C3C(CCC4=CC(=O)CCC43C)C1CCC2=O (stereo unspecified)	1	-3	2	15	0	0.1	-4	4
COc1cccc(CN2CCN(C(=O)Cc3ccccc3OC)CC2)c1	2	-1	0	-6	3	0.0	-2	1
COC(=O)C1=C(c2ccc(-c3ccccc3)c(F)c2)C[C@@H]2CC[C@H]1N2C(=O)NCc1cc(C)oc1C(F)(F)F	17	-2	1	nt	nt	0.0	-4	14
N[C@H](CO)Cc1ccccc1	-1	-4	3	-6	4	-0.1	0	2
Cc1cc(Cl)ccc1C(=O)C1CCCN(C2CCSCC2)C1 (stereo unspecified)	-9	-3	1	27	20	0.0	-8	13
CC12CNCC(C)(CNC1)C2O (stereo unspecified)	1	5	-2	-6	-5	nt	-2	10
CC1=C[C@@H]2c3cccc4[nH]cc(c34)C[C@H]2N(C)C1	9	-1	1	-12	nt	0.1	-6	2
O=C(c1ccccc1)c1cn(CC(=O)N2CCCC2)c2ccccc12	-1	4	0	1	2	-0.1	-3	-16
CCOP(=S)(OCC)C(O)CCCCCn1c(=O)c(F)cn(C2CCCO2)c1=O (stereo unspecified)	2	-1	-2	0	-8	0.0	1	4
COC(=O)C1=C(c2ccc(F)cc2OCc2ccccc2)C[C@@H]2CC[C@H]1N2C(=O)NCc1cccc(C(F)(F)F)c1	2	1	0	4	nt	0.0	nt	-6
O=[N+]([O-])c1ccc(N2CCCC2)c(F)c1Br	2	1	-1	-6	-2	0.0	-1	-8
CCOc1ccc(N2C(=O)NC(=O)/C(=C\c3ccc(N4CCCCC4)o3)C2=O)cc1	nt	nt	-3	-16	5	0.0	nt	nt
Cc1ccc(OC(=O)N(C)C[C@H]2OCc3ccccc3-c3c(n(C)c4ccccc34)C(=O)N([C@H](C)CO)C[C@@H]2C)cc1	5	1	nt	19	nt	0.7	11	nt
O=C(Nc1cccc2ccccc12)N1CCC2(CC1)OCCO2	0	-4	nt	-15	nt	0.4	-1	nt
O=C(N/N=C/C1C(=O)NC(=S)N(c2ccccc2)C1=O)c1cc(Br)c(O)c(Br)c1 (stereo unspecified)	-14	-18	nt	12	10	0.1	7	16

Some entries already given, limited to ERAP1 HTS inh:
SMILES | ERAP1 HTS inh
C=Cn1ccnc1P(=S)(c1ccn(C)c1)c1nccn1C=C | 4
CCOC(=O)N(c1ccccc1)P1(=S)OCC(C)O1 (stereo unspecified) | -7

Compound activity (PubChem)

A portion of the library; rates above refer to the full screens.
